From PubChem BioAssay
PLAP inhibitors HTS = PLAP enzyme inhibitors, biochemical, luminescence, HTS (AID 690); purified PLAP, luminescent substrate; higher % means a stronger effect; one-dose inhibition, % at 20 µM; IC50 in µM for titrated hits; 96,000 tested, 0.08% active; in the data active = a potency from the dose series; inactive = the rest, 99 in 100 with inhibition below about 30%; also: strong numbers were not always called active
Bcl-B TR3 displacers = displacers of TR3 peptide from Bcl-B, primary screen, selectivity assay for Bfl-1 inhibitor project, biochemical, fluorescence polarization. displacement, % at 20 µM; hits with a dose series show IC50 in µM. 96,000 tested, 0.11% active. FP displacement of FITC-TR3 peptide from Bcl-B; higher % means a stronger effect;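 active = displacement above 50% at 20 µM plus a fluorescence interference ratio under 1.5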;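 also: plate controls were wells without compound for no effect and wells lacking Bcl-B protein for full effect; a part of the inactive calls stands beside numbers as strong as those of hits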
MRP reversal = MRP-mediated drug resistance reversal | AID 602 | 85,000 tested, 0.04% active | H69AR cells + 2 uM doxorubicin, CellTiter-Glo, 72 h | differential viability (reversal), % at 10 µM;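 active = viability drop by adding the cancer drug above about 55%, with treated viability meeting a 40% cutoff, limit read from the data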;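 also: viability without doxorubicin minus viability with 2 µM doxorubicin for each compound; larger differential means the compound sensitizes cells more to doxorubicin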
NFkB transloc pot = enhances IL-1B driven NFkB nuclear translocation; HUVEC IL-1B NFkB p65 nuclear translocation imaging; activation, % at 2 µM; 94,000 tested, 0.3% active; AID 819;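 active = activation above 40%, about the mean plus 3 SD, also judged a hit on visual image review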;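 also: percent activation is computed from the nuclear over cytoplasmic p65 intensity ratio; values of inactives mirror those of a sister screen read the other way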
NFkB transloc inh = blocks IL-1B driven NFkB nuclear translocation in HUVEC cells; HUVEC IL-1B NFkB p65 nuclear translocation imaging; inhibition, % at 2 µM; 94,000 tested, 0.43% active;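 active = inhibition above about 30% together with a positive call from visual inspection of the well image, limit read from the data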;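 also: nuclear over cytoplasmic p65 intensity ratio measured by imaging; 0% = IL-1B stimulated DMSO wells and 100% = unstimulated DMSO wells; values of inactives mirror those of a sister screen read the other way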
MRP reversal cytotoxicity = further read-out of MRP reversal, marked with its call; viability, %; H69AR cells, CellTiter-Glo, 72 h; measured here: cytotoxicity without doxorubicin
MRP reversal with doxorubicin = recorded beside MRP reversal, whose call it bears; viability, %; measured here: viability with 2 uM doxorubicin; stronger effect = lower value
NFkB transloc inh cell count 2 µM = further read-out of NFkB transloc inh, marked with its call; cell count; measured here: cells passing quality filter;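 raw number of nuclei counted in each imaged well without normalization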
NFkB transloc pot cell count 2 µM = second read-out of NFkB transloc pot, no call of its own (marks repeat the call); cell count; measured here: cells passing quality filter
An asterisk follows results filed as active; x = not tested or not shown. Not all compounds are listed; rates above refer to the full screens.

SMILES	PLAP inhibitors HTS	Bcl-B TR3 displacers	MRP reversal	MRP reversal cytotoxicity	MRP reversal with doxorubicin	NFkB transloc pot	NFkB transloc pot cell count 2 µM	NFkB transloc inh	NFkB transloc inh cell count 2 µM
CC(C)(C)c1ccc(-c2nnc3sc(-c4ccncc4)nn23)cc1	7%	1%	x	x	x	2	131	-2	131
CC(=O)N1CCc2cc(Br)cc(S(=O)(=O)NCCN3CCCCC3C)c21 (stereo unspecified)	-15%	-2%	13	113	100	-4	79	4	79
Cc1noc(C)c1S(=O)(=O)N1CCCC(C(=O)Nc2cccnc2)C1 (stereo unspecified)	-3%	-7%	x	x	x	15	214	-15	214
Cc1cccc(NC(=O)C2CCN(S(=O)(=O)c3cccc4cccnc34)CC2)c1	5%	0%	3	94	91	-4	161	4	161
Cc1ccc(-c2nn(-c3ccccc3)cc2CN(Cc2ccccc2)C(=O)c2ccco2)o1	-29%	-13%	3	52	49	46*	167*	-46	167
COc1cc(-c2nnc3sc(Cc4ccccc4)nn23)cc(OC)c1OC	-40%	6%	-6	57	63	5	97	-5	97
CNc1oc(C)nc1S(=O)(=O)c1ccccc1	-8%	-6%	2	100	97	12	207	-12	207
N#C/C(=C\c1ccc(-c2ccccc2)o1)C(=O)Nn1cnnc1	0%	-9%	x	x	x	0	191	0	191
COc1ccc(NC(=O)C(NC(C)=O)C(=O)NCc2ccc(F)cc2)cc1 (stereo unspecified)	-19%	-8%	x	x	x	-8	189	8	189
CCc1ccc(NC(=S)N2CCN(c3cccc(C(F)(F)F)c3)CC2)cc1	0%	5%	x	x	x	4	141	-4	141
O=C(c1cc(-c2cccc(O)c2)on1)N1CCCCC1	-18%	-2%	14	102	88	x	x	x	x
CN(CCCNC(=O)c1cccc(N2CCCC2=O)c1)c1ccccc1	x	x	10	88	78	23	88	-23	88
CCOC(=O)c1c(C)oc2c1c(C(c1ccccc1)N1CCOCC1)c(O)c1ccccc12 (stereo unspecified)	-48%	1%	x	x	x	9	187	-9	187
COCCNC(C)C(=O)C12CC3CC(CC(C3)C1)C2 (stereo unspecified)	-28%	-3%	0	100	100	x	x	x	x
COc1ccc(Cn2c(N)c(C#N)c3nc4ccccc4nc32)cc1	-19%	-8%	x	x	x	22	191	-22	191
COc1ccc(CNc2nc(NCc3ccc(OC)cc3)n(C(=O)c3ccccc3[N+](=O)[O-])n2)cc1	-18%	0%	x	x	x	-3	103	3	103
Cc1ccc(NCc2nnc(SCC(=O)N3CCc4ccccc43)n2C)cc1	1%	7%	19	91	72	0	170	0	170
O=c1c2ccccc2nc2n1C(CSCc1ccc(Cl)cc1Cl)CS2 (stereo unspecified)	12%	-10%	x	x	x	19	116	-19	116
C=CCC1(O)CC(c2ccco2)NC(c2ccco2)C1CCC (stereo unspecified)	-11%	1%	20	105	85	2	181	-2	181
COc1ccc(OC)c2sc(NC(=O)C3COc4ccccc4O3)nc12 (stereo unspecified)	x	x	10	80	70	13	176	-13	176
CCCC(=O)NC(C)c1nc2ccccc2n1CC (stereo unspecified)	3%	-5%	1	101	100	8	136	-8	136
COc1ccc(C(c2nnnn2Cc2ccc(F)cc2)N2CCN(c3ccccc3)CC2)cc1 (stereo unspecified)	-43%	-3%	-9	90	99	-8	86	8	86
CCOC(=O)c1ccc(N2CC(O)=C(c3nc4ccccc4c(=O)[nH]3)C2=N)cc1	12%	-19%	-5	90	96	14	145	-14	145
COc1ccc(N2CC(C(=O)OCC(=O)c3cccc(OC)c3)CC2=O)cc1 (stereo unspecified)	12%	5%	18	98	80	28	133	-28	133
Cc1ccnc(NC(=O)CSc2cc(=O)n(C)c3ccccc23)c1	-18%	-7%	12	109	97	9	135	-9	135

(cont.)
SMILES	PLAP inhibitors HTS	Bcl-B TR3 displacers	MRP reversal	MRP reversal cytotoxicity	MRP reversal with doxorubicin	NFkB transloc pot	NFkB transloc pot cell count 2 µM	NFkB transloc inh	NFkB transloc inh cell count 2 µM
CCOc1cc(CNc2ccc3c(c2)OCCO3)cc(Br)c1OCC(N)=O	-45%	4%	x	x	x	2	139	-2	139
CCCCS(=O)(=O)/C=C/[C@H]1[C@H](S(=O)(=O)CCCC)[C@H]2C=C[C@@H]1C2	x	x	11	96	85	17	133	-17	133
Cc1cc(C(=O)CCC(=O)N2CCN(S(=O)(=O)c3cccs3)CC2)c(C)s1	-36%	-13%	8	79	72	-3	167	3	167
CCn1c(=O)cc(SCC(=O)NCCCN2CCN(c3ccc(F)cc3)CC2)c2ccccc21	-31%	-17%	1	80	79	-7	65	6	65
Cc1ccc(SC(C)C(=O)N2CCCC2)cc1 (stereo unspecified)	-3%	4%	9	93	84	9	114	-9	114
CCCOP(=O)(c1ccc(N(C)C)cc1)C(O)c1cc(OC)c(OC)c(OC)c1 (stereo unspecified)	-36%	3%	-7	79	86	-4	100	4	100
Cc1ccc(C(CC(=O)N2CCOCC2)c2ccco2)cc1 (stereo unspecified)	-39%	-12%	7	88	81	9	153	-9	153
O=S(=O)(N1CCCCC1)N1CCNCC1	-6%	1%	-1	100	101	18	84	-18	84
COCCNC(=O)NC(=O)COC(=O)C12CC3CC(CC(NC(C)=O)(C3)C1)C2	-29%	-9%	-3	98	102	-10	110	10	110
CC(C)Oc1cc(O)c2c(=O)c(-c3ccc(O)cc3)coc2c1	-40%	1%	-15	11	26	x	x	x	x
CCCCC1(Cc2ccc([N+](=O)[O-])cc2)C(=O)N(c2ccccc2)N(c2ccccc2)C1=O	x	x	x	x	x	2	163	-2	163
COc1cc(C2C(C#N)=C(N)Oc3cc(C)n(Cc4ccccn4)c(=O)c32)cc2c1OCO2 (stereo unspecified)	x	0%	2	80	79	x	x	x	x
CCCC(c1nnnn1CCOC)N1CCN(C(=O)c2ccco2)CC1 (stereo unspecified)	-15%	1%	10	100	90	x	x	x	x
Nc1nnc(SCc2ccc(F)cc2Cl)s1	12%	-5%	8	97	89	16	132	-16	132
C=C(C)Cn1c(Sc2nc3ccccc3[nH]2)nc2c1c(=O)[nH]c(=O)n2C	-114%	4%	6	89	83	x	x	x	x
CCc1ccc(C(C(=O)NC(C)(C)CC)N(Cc2ccco2)C(=O)Cn2nnc3ccccc32)cc1 (stereo unspecified)	x	x	7	89	82	18	95	-18	95
COc1ccc(C(=O)N2CCN=C2SC)cc1OC	-6%	-1%	-12	83	96	2	192	-2	192
O=C(COc1ccc(Cl)cc1)N/N=C/CCc1ccccc1	-4%	-6%	x	x	x	17	113	-17	113
CCC(=O)Nc1c2c(nc3c1CCC3)CCCC2	9%	10%	-13	80	93	33	83	-30	83
COc1ccc(N2CCn3c2nc2c3c(=O)n(CCCc3ccccc3)c(=O)n2C)cc1	-3%	9%	13	92	80	x	x	x	x
COC(=O)C1C2CCC(C2)C1C(=O)OCC(=O)c1ccccc1 (stereo unspecified)	-10%	-10%	x	x	x	5	197	-5	197
COc1ccc(-n2c(Cc3cccn3C)nnc2SCC(=O)Nc2ccc(C)cc2C)cc1	-58%	2%	-9	75	84	x	x	x	x
CCn1nc(NC(=O)c2cccnc2)c2cc3ccccc3nc21	13%	-6%	0	74	73	-8	66	8	66
CC1CCN(C(=O)CSc2nnc(-c3cc4ccccc4cc3O)n2Cc2ccco2)CC1	-36%	-20%	-4	78	81	2	188	-2	188
Cc1ccc(S(=O)(=O)/C(C#N)=C/c2c(N3CCC(C(N)=O)CC3)nc3ccccn3c2=O)cc1	-76%	-8%	5	95	89	-2	159	2	159

5 compounds drawn at random from those above, as already listed:
SMILES	PLAP inhibitors HTS	Bcl-B TR3 displacers	MRP reversal	MRP reversal cytotoxicity	MRP reversal with doxorubicin	NFkB transloc pot	NFkB transloc pot cell count 2 µM	NFkB transloc inh	NFkB transloc inh cell count 2 µM
O=S(=O)(N1CCCCC1)N1CCNCC1	-6%	1%	-1	100	101	18	84	-18	84
CCC(=O)Nc1c2c(nc3c1CCC3)CCCC2	9%	10%	-13	80	93	33	83	-30	83
Cc1cc(C(=O)CCC(=O)N2CCN(S(=O)(=O)c3cccs3)CC2)c(C)s1	-36%	-13%	8	79	72	-3	167	3	167
CC(C)Oc1cc(O)c2c(=O)c(-c3ccc(O)cc3)coc2c1	-40%	1%	-15	11	26	x	x	x	x
CCCOP(=O)(c1ccc(N(C)C)cc1)C(O)c1cc(OC)c(OC)c(OC)c1 (stereo unspecified)	-36%	3%	-7	79	86	-4	100	4	100

Returning to the listing; the 2 compounds before the break are reprinted first.
SMILES	PLAP inhibitors HTS	Bcl-B TR3 displacers	MRP reversal	MRP reversal cytotoxicity	MRP reversal with doxorubicin	NFkB transloc pot	NFkB transloc pot cell count 2 µM	NFkB transloc inh	NFkB transloc inh cell count 2 µM
CC1CCN(C(=O)CSc2nnc(-c3cc4ccccc4cc3O)n2Cc2ccco2)CC1	-36%	-20%	-4	78	81	2	188	-2	188
Cc1ccc(S(=O)(=O)/C(C#N)=C/c2c(N3CCC(C(N)=O)CC3)nc3ccccn3c2=O)cc1	-76%	-8%	5	95	89	-2	159	2	159
COc1ccc(C(=O)NCCc2c[nH]c3ccccc23)cc1S(=O)(=O)N1CCOCC1	7%	0%	-14	69	83	5	130	-6	130
CCOc1ccccc1OCc1nn2c(COc3ccccc3)nnc2s1	-27%	0%	0	81	81	7	170	-7	170
COc1ccc(C(=O)Oc2cccnc2)cc1OC	-19%	-1%	0	100	101	-1	138	1	138
CCCCCC(=O)Nc1c(-c2cccs2)c(=O)c2ccccc2n1C	-18%	20%	-9	91	100	14	167	-14	167
Cc1cc(-c2[nH]nc3c2C(c2ccsc2)C(C#N)=C(N)O3)c(C)s1 (stereo unspecified)	-87%	10%	-5	88	93	2	82	-2	82
CC(O)C(=O)N/N=C/c1cccc(Cl)c1Cl (stereo unspecified)	-9%	-1%	x	x	x	-4	185	4	185
CCOC(=O)N1CCN(Cc2nc3c(c(=O)n(C)c(=O)n3C)n2Cc2cccc3ccccc23)CC1	-58%	-3%	-9	52	61	x	x	x	x
CC1CC(=O)N(Cc2ccccc2)c2ccccc2N1C=O (stereo unspecified)	3%	-10%	7	102	95	x	x	x	x
Cc1ccc(NC(=O)C(SCC(=O)O)c2ccccc2)cc1C (stereo unspecified)	-13%	0%	x	x	x	-5	119	5	119
CSc1ccccc1-c1nnc(-c2ccc(Cl)cc2Cl)o1	-3%	11%	x	x	x	11	160	-11	160
FC(F)(F)c1cccc(NC(=S)NCc2ccccc2)c1	0%	4%	x	x	x	-1	90	1	90
COc1ccc(C(=O)CN(C(=O)c2ccc(Cl)cc2)N2C(=O)c3ccccc3C2=O)cc1	0%	-2%	x	x	x	6	126	-6	126
Cc1cccc2cc(C(c3nnnn3C(C)(C)C)N3CCN(C(=O)c4ccco4)CC3)c(=O)[nH]c12 (stereo unspecified)	-5%	-1%	-10	86	96	5	135	-5	135
CSCCC(NC(N)=O)C(=O)N(C)CC(=O)Nc1cc(C)ccc1C (stereo unspecified)	-18%	-5%	-7	92	98	11	59	-11	59
CC(C)c1nc2oc3ccccc3c(=O)c2c(=O)n1-c1ccccc1	-9%	0%	-29	54	83	4	157	-4	157
CCC(Sc1nc(-c2ccccc2)c(C#N)c(=O)[nH]1)C(=O)Nc1cc(C)on1 (stereo unspecified)	0%	-9%	-5	96	101	x	x	x	x
O=C(Nc1ccc2ccccc2c1)N1CCN(c2ncccc2C(F)(F)F)CC1	12%	-32%	14	88	74	11	110	-11	110
COC(=O)C1C2C=CC3(CN(CCc4ccccc4)C(=O)C13)O2 (stereo unspecified)	x	x	6	96	90	4	143	-4	143
Cc1ccc(CNC(=O)C(=O)NCC2CCCO2)cc1 (stereo unspecified)	x	x	-9	79	87	38	143	-38	143
NC(=O)c1nn(-c2cccc(Cl)c2)c(=O)cc1O	6%	-4%	x	x	x	1	214	-1	214
CN(C)c1ccc(/C=C/c2cc[n+](C)cc2)cc1	17µM*	16%	-17	43	60	-2	173	2	173
CC1(C)C(c2ccccc2)=NC(c2ccccc2)N1O (stereo unspecified)	-14%	6%	x	x	x	14	163	-14	163
COc1cccc(-n2c(CNC(=O)OC(C)(C)C)n[nH]c2=S)c1	-11%	-6%	3	89	85	24	123	-24	123
Cc1ccc(C(=O)NCCN2CCCC2)cc1	x	x	13	90	77	-10	116	10	116
